Assay outcomes (PubChem)
COUP-TFII inh: inhibitors of human COUP-TFII (NR2F2). P24468. HEK293T NGFI-A luciferase reporter, luminescence. inhibition, % at 8.6 µM. 0.7% of 370,000 active;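 active means inhibition above a per-plate cutoff, mean inhibition of test wells between control levels plus 3 SD, cut at about 38% in these data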;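 further: cells cotransfected with COUP-TFII expression vector driving the NGFI-A reporter; 0% = median of COUP-TF2 test wells and 100% = reporter-only cells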
TROY NFkB inh: TROY signaling inhibition. inhibition, % at 10 µM. Q293 LMP1-TROYcd NF-kB luciferase reporter, 4 h. 0.98% of 360,000 active;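 active means compounds whose plate-normalised and pattern-corrected inhibition of the luciferase reporter signal at the single screening dose is 50% or more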
NCOA2 inhibitor: inhibits human steroid receptor coactivator 2; HEK293 GAL4-SRC2 luciferase reporter, luminescence; AID 651957; 0.17% of 370,000 active; Q15596; inhibition, % at 9 µM;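 active means inhibition above the mean inhibition of all tested compounds plus 3 SD, set per campaign, cut at about 52% in these data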;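 further: 0% = DMSO treated cells and 100% = cells given Gossypol at 36 µM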
TLR9-MyD88 block: inhibitors of human TLR9-MyD88 binding | 0.21% of 340,000 active | inhibition, % at 4.98 µM | CHO BLA complementation TLR9-MyD88, CCF4 FRET ratio | Q9NR96+Q99836;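 active means inhibition above the mean over all tested compounds plus 3 SD, cut at about 21% in these data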;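 further: 0% = DMSO only wells and 100% = clavulanate BLA inhibitor control wells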
LMP1 NFkB inh: inhibitors of Epstein-Barr LMP1-induced NF-kappaB reporter; LMP1-induced NF-kappaB luciferase reporter cells, luminescence; inhibition, % at 12.5 µM; 0.69% of 350,000 active; AID 504558; in the data active means inhibition above about 41%; inconclusive means no clear call, values can overlap the other calls;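 further: 0% = neutral control wells and 100% = reference inhibitor control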
NCOA1 inh: inhibits human SRC1 coactivator. inhibition, % at 3.6 µM. HEK293 GAL4-SRC1 luciferase reporter, luminescence. 0.12% of 360,000 active. Q15788;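 active means inhibition above the campaign mean plus 3 SD, with each screening campaign given its own cutoff, cut at about 60% in these data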;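 further: 0% = DMSO treated cells and 100% = gossypol at 36 µM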
Vif imaging: HIV Vif inhibition; HEK293T cells, Vif self-association by quenched fluorescence, imaging, 24 h; inhibition, % at 7.49 µM; 0.35% of 340,000 active; in the data active means inhibition above about 50%, passing the limit was not always enough; inconclusive means no clear call, values can overlap the other calls; inactive means below about 31%; further: some results filed as inactive read as strong as hits
NR5A2 inv ag: inverse agonists of human LRH-1 (NR5A2); O00482; HEK293T StAR-luciferase reporter, LRH-1 transfected, 24 h; inhibition, % at 3.6 µM; 0.13% of 360,000 active; AID 602396;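 active means inhibition above the mean inhibition of all tested compounds plus 3 SD, cut at about 73% in these data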;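 further: 0% = DMSO wells and 100% = reporter-only cells lacking LRH-1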
Target sequence (O00482 whole entry, looked up): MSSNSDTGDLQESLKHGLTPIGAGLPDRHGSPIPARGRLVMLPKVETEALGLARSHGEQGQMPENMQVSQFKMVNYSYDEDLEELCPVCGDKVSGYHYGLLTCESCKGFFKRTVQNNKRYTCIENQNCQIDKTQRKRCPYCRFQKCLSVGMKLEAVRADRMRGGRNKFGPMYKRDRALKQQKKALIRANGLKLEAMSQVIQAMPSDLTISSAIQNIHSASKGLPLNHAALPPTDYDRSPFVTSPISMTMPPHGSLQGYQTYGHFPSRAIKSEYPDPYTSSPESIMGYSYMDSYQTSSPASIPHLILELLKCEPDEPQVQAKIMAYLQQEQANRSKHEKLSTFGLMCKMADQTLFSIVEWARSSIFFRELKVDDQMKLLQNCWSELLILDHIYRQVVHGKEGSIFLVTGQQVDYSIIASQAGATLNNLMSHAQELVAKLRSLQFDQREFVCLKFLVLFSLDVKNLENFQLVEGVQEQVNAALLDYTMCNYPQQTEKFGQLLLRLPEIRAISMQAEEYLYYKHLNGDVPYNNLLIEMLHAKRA
TRAIL sens C8: caspase-8 TRAIL sensitization; NB7+C8 cells + TRAIL, ATPlite viability luminescence; inhibition (viability loss, TRAIL sensitization), % at 10 µM; 1% of 360,000 active; AID 624354;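 active means compounds causing at least 50% loss of cell viability in the single-dose screen, relative to plate controls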
NCOA3 inh: human NCOA3 inhibition; AID 588352; HEK293 GAL4-SRC3 luciferase reporter, luminescence; 0.17% of 360,000 active; inhibition, % at 3.6 µM;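 active means inhibition above a per-campaign cutoff, the mean of all compounds plus 3 SD, cut at about 60% in these data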;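 further: 0% = DMSO-treated cells and 100% = gossypol-treated cells at 36 µM; higher means less SRC3-driven luciferase light from the GAL4 reporter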
NOD2 RIPK2 PPI: NOD2-RIPK2 protein interaction inhibition. O43353. 0.38% of 360,000 active. CHO BLA complementation NOD2-RIPK2, CCF4 ratio. AID 624267. inhibition, % at 4.98 µM; in the data active means inhibition above about 21%;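 further: 0% = vehicle only and 100% = reference blocker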
Target sequence (O43353 whole entry, looked up): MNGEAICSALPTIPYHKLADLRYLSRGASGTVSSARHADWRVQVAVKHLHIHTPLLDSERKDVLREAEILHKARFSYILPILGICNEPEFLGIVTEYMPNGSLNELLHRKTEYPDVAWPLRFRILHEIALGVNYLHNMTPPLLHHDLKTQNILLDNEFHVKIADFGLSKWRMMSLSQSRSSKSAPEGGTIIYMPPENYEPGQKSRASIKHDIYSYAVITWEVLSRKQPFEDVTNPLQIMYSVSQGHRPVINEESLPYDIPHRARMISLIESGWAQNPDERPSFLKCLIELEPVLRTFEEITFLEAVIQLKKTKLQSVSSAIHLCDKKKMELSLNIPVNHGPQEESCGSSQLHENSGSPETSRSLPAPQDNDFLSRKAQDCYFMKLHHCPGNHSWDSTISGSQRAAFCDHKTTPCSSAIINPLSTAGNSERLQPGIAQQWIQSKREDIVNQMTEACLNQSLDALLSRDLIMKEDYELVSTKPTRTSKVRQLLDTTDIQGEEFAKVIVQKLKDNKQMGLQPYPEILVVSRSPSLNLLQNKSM
The depositor's hits bear a star; ? = inconclusive; . = not tested or not shown; & = joins results of further samples. This is a subset; rates above refer to the full screens.

SMILES	COUP-TFII inh	TROY NFkB inh	NCOA2 inhibitor	TLR9-MyD88 block	LMP1 NFkB inh	NCOA1 inh	Vif imaging	NR5A2 inv ag	TRAIL sens C8	NCOA3 inh	NOD2 RIPK2 PPI
CCOC(=O)c1c(NC(=O)Cn2cnc([N+](=O)[O-])n2)sc(C)c1C	-0.1	-4.1	19.9	-4.0	5.7	6.4	-7.6	-3.4	-2.8	-2.9	-6.7
CC(=O)Nc1cc(-c2cccc(C(=O)NCCN(C)C)c2)cn2c(-c3cccc(C(F)(F)F)c3)cnc12	10.9	-17.8	-4.4	.	.	-4.5	21.8	12.8	65.0*	-27.9	12.7
O=C(NC1CC2CCCC(C1)N2C(=O)NCc1ccccc1)C1CC1 (centres undefined)	8.7	7.8	-3.7	3.3	-1.1	-8.0	6.5	-8.1	-13.7	-16.1	0.8
O=[N+]([O-])c1ccc2nc(C3CCCCC3)[nH]c2c1	-4.8	-15.2	-26.0	-2.6	-3.5	-32.2	20.5	-15.8	-11.8	-16.1	0.6
Cc1cc2c(c(=O)n1CCN(C)C)C(c1ccccc1Br)C(C#N)=C(N)O2 (centres undefined)	-10.7	-0.8	-12.9	1.1	-5.0	-0.5	-8.0	4.4	-19.7	1.6	-7.9
COc1cc(/C=C/C(=O)OCC(=O)NCCc2ccccc2)cc(OC)c1OC	10.0	-13.2	5.6	-6.8	-8.4	-5.2	0.5	-1.6	-1.8	-26.6	-7.4
O=C1C(=Cc2ccco2)C(=O)c2ccccc21	-20.7	-13.8	-43.5	4.7	-7.2	-36.2	12.5	-83.8	-7.8	-21.1	-2.6
CCC(C)NC(=O)CNS(=O)(=O)c1ccc(C)cc1 (centres undefined)	5.1	-7.7	19.8	2.7	2.2	-1.4	-3.4	-3.5	0.7	27.7	-7.8
CCOC(=O)C1(Cc2cccc(F)c2)CCN(C(=O)Cc2cccnc2)CC1	4.2	-6.7	6.7	8.3	0.1	-14.0	6.8	-17.4	-7.5	10.1	-12.4
CCc1cccc(NC(=O)CCC(=O)N2CCSc3ccccc32)c1	-9.8	1.5	-5.1	-2.1	-7.5	8.0	5.5	11.8	9.5	1.0	-15.5
CCOc1ccc(/C=C(\C#N)C(=O)NCC2CCCO2)cc1OCC (centres undefined)	-1.3	-4.9	-32.7	3.8	-12.4	-17.5	7.6	3.4	4.8	1.2	10.1
CN(C)S(=O)(=O)n1cc(/C=C(\NC(=O)c2ccccc2F)C(=O)NCCN2CCOCC2)c2ccccc21	-27.5	2.9	3.7	-0.7	-4.4	11.6	.	1.8	5.4	-24.3	3.7
Cc1cccc([N+](=O)[O-])c1NC(=O)CSc1nnc2ccccn12	-14.4	10.8	4.5	-16.6	1.0	4.8	13.9	11.9	-10.2	10.3	-21.7
Cc1ccc(CN2CCC(n3nccc3NC(=O)C3CCOC3)CC2)cc1C (centres undefined)	9.6	-11.1	-26.0	-2.4	-1.6	-15.8	12.0	-4.4	-1.2	-6.3	-9.2
O=C(CSc1ncccn1)Nc1ccc(N2CCOCC2)cc1	-1.7	-5.0	-13.9	-7.3	-8.6	-1.0	19.1	-18.6	-2.2	11.8	-7.4
CCN(C[C@H]1N[C@@](CC)(C(=O)OC)[C@H]2C(=O)N(Cc3ccccc3)C(=O)[C@@H]12)S(=O)(=O)c1ccc(F)cc1	-11.1	-15.6	-24.6	-10.4	-5.3	-39.0	.	-9.2	-2.9	-0.2	-7.0
Cc1ccccc1NC(=S)NC1CCCC1	3.1	24.1	-4.7	-1.9	-3.2	4.5	58.6*	2.2	-8.8	-8.1	-3.9
Cc1ccc2c(c1)C1CC(C)(O2)N(c2cccc(C(=O)NC3CCN(Cc4ccccc4)CC3)c2)C(=O)N1 (centres undefined)	5.7	6.4	10.9	-2.2	0.9	-21.3	-10.3	-8.5	6.4	13.1	-9.2
Cc1ccccc1C(=O)Oc1cccc(Nc2ncnc3ccccc23)c1	32.1	51.0*	11.8	-6.5	5.2	13.2	.	4.1	4.1	19.2	-1.3
O=C(NC(=O)N1CCCCCC1)c1ccccc1	-16.1	-41.6	-48.7	2.0	1.0	-22.1	-4.5	11.1	-4.7	13.1	-6.1
O=C(OCc1cccc(F)c1)c1ccc2c(=O)n3c(nc2c1)CCC3	-1.6	-32.0	-12.1	0.9	-3.1	-54.8	-0.8	4.4	17.1	7.8	-3.9
C[C@@H]1NC(=O)N[C@@H]1CCCCCC(=O)O	-5.9	14.8	-6.2	5.4	2.7	-13.1	5.5	-20.4	1.5	-9.1	6.7
Cc1cc(C)n(-c2nnc(N3CCN(c4ccc(F)cc4)CC3)nn2)n1	-5.9	-6.0	5.0	2.7	-3.9	-0.3	-0.9	18.2	-4.3	6.3	3.8
CCCNC(=S)N1CCC(NC(=O)C23CC4CC(CC(C4)C2)C3)CC1	5.2	18.4	0.6	-11.8	-9.7	5.8	-0.5	-0.5	26.6	9.4	8.9
CC(=O)Nc1ccc(NC(=O)c2ccc(COc3ccccc3)cc2)cc1	-12.7	18.5	-21.2	-5.7	8.1	5.3	1.6	8.8	-12.7	-5.3	12.2
Further results.
SMILES	COUP-TFII inh	TROY NFkB inh	NCOA2 inhibitor	TLR9-MyD88 block	LMP1 NFkB inh	NCOA1 inh	Vif imaging	NR5A2 inv ag	TRAIL sens C8	NCOA3 inh	NOD2 RIPK2 PPI
Oc1ccc(Cl)cc1CNc1ccc(Br)cn1	-57.4	-82.5	-35.9	-62.0	0.6	-54.6	-3.3	-76.5	19.3	-65.1	10.2
O=C(Nc1ccccc1F)c1ccco1	9.8	-1.2	-16.6	8.3	-7.7	-116.2	-6.6	12.2	-12.7	1.3	-5.3
CCN1CCN(C(=S)Nc2ccccc2Cl)CC1	-13.2	-13.0	-59.4	10.9	-6.1	-11.5	-2.8	-5.8	8.9	-23.2	-3.9
CCCCn1c(CN2CCN(C(=O)OCC)CC2)nc2c1c(=O)n(C)c(=O)n2C	-4.6	-5.1	6.7	0.7	4.0	-8.6	3.2	-6.9	4.2	12.2	-6.0
Cc1cc(C)n(CCNC(=O)CC2C(=O)NCCN2Cc2ccccc2C(F)(F)F)n1 (centres undefined)	2.3	-5.3	-25.6	4.5	1.6	-6.0	13.7	5.0	-8.9	7.0	-6.2
CC(C)(C)OC(=O)N1CCC[C@H]1C(=O)Nc1ccc(Br)cc1	-3.6	9.6	12.0	6.6	2.2	-6.0	-3.7	2.6	7.9	1.0	-9.4
O=C(Nc1ccc(Cc2ccncc2)cc1)C1CCC(N2C(=O)C3C4C=CC(C5CC45)C3C2=O)CC1 (centres undefined)	17.0	53.4*	-5.3	2.2	-13.4	2.3	-35.8	2.8	33.5	17.8	-24.9
O=C(Cn1ccc2ccccc2c1=O)NCCC(=O)N1CCN(c2ccccc2)CC1	-4.1	7.5	9.3	-7.8	0.2	-0.3	0.9	13.1	-8.6	17.6	-6.6
CCC(CC)c1nnc(NC(=O)/C=C/c2ccco2)s1	6.8	-51.8	-23.7	-3.0	3.2	-24.9	2.4	-23.3	1.5	-19.3	-3.1
COc1ccc(NC(=O)Cc2c(C(=O)O)n(C)c3ccccc23)cc1OC	-11.1	11.3	6.3	7.8	-1.2	-5.7	2.5	14.3	3.5	11.3	-4.7
CNC(=O)c1ccccc1NC(=O)C1CC(=O)N(c2ccc(OC)cc2)C1 (centres undefined)	-9.8	14.4	4.3	-5.3	-4.5	-2.7	-1.1	3.4	11.0	-0.6	-15.3
COc1ncnc2c1ncn2CCCN1CCN(c2ccccn2)CC1	-2.8	-3.4	-2.4	-1.9	6.5	-15.5	3.8	-6.6	1.2	-4.6	-10.2
CN1CCCN(c2ccc([N+](=O)[O-])cc2)CC1	-2.3	-8.9	11.4	13.1	-2.5	-12.1	1.8	-5.3	-4.4	3.2	4.1
CN(C(=O)COC(=O)c1cc2ccccc2cc1O)c1c(N)n(Cc2ccccc2)c(=O)[nH]c1=O	-10.1	1.0	-25.2	7.7	-0.8	-0.7	-5.9	5.9	-9.6	16.5	2.0
O=C(c1ccco1)N1N=C(c2cccs2)CC1c1ccc(F)cc1 (centres undefined)	-11.6	-3.3	-1.4	-5.8	-1.1	0.7	-15.2	-14.3	-9.9	-8.2	7.9
COc1ccc(NC(C)C(=O)Nc2cccc(S(=O)(=O)N3CCOCC3)c2)cc1OC (centres undefined)	8.0	-4.4	14.1	-4.0	13.6	16.1	-14.1	30.2	6.6	-9.1	-25.0
COc1ccc(Cl)cc1NC(=O)COC(=O)c1ccc(Cl)nc1	1.9	-10.2	-31.6	-3.1	-2.4	-4.2	-3.6	16.5	-5.9	7.6	-0.2
Cc1ccc(NC(=O)NCCCCc2ccccc2)cc1	7.2	-37.8	-9.7	-4.3	-11.2	-27.3	-4.6	-0.4	4.2	0.6	0.2
CCc1cc(C(c2ccccc2OC)N2CCOCC2)c(NC(=O)c2ccccc2)s1 (centres undefined)	-0.9	-9.4	11.3	5.7	6.1	-16.8	-9.8	-0.1	-20.6	-15.8	-7.4
O=C(COc1ccc(-c2ccccc2)cc1)N1CCN(C(=O)c2cccs2)CC1	26.6	3.9	-7.3	11.8	22.7	-0.9	4.9	4.7	-6.0	1.7	1.8
CCOCCCNC(=O)c1cn(CC)c2ccc(S(=O)(=O)N(C)C3CCCCC3)cc2c1=O	-4.8	-0.2	-15.3	-1.6	2.9	19.0	-4.9	6.7	-3.9	-3.5	8.4
COc1cccc(NC(=O)CN2C(=O)NC(C)(c3ccc(C)cc3)C2=O)c1 (centres undefined)	2.2	10.7	-33.4	-2.8	-16.3	-17.5	-9.2	4.2	-17.5	-21.3	-5.0
CC(C)[C@H](N)C(=O)OCCOCn1cnc2c(=O)[nH]c(N)nc21	10.9&-7.2	-6.4&16.8	-60.3&-15.4	0.2&1.7	-2.1&-1.3	-8.8&-11.6	?	-4.7&-5.9	-4.8&19.6	2.1&-1.1	-10.7&-8.2
Cc1ccc(CC2SC(=O)NC2=O)cc1Cl (centres undefined)	5.3	-24.8	-18.3	-4.8	-6.1	4.4	6.4	-0.6	-17.9	-4.9	-4.5
Cc1ccc2nc3c(cc(C(=O)NCc4ccco4)c(=N)n3Cc3ccco3)c(=O)n2c1	3.8	-5.1	-14.9	8.5	11.4	-11.6	8.5	-15.7	-6.4	-6.8	1.5
CC(Sc1ccccn1)C(=O)Nc1ccc(S(N)(=O)=O)cc1 (centres undefined)	11.6	8.0	-31.3	-3.5	-2.5	-9.7	10.6	4.8	6.9	14.6	1.6
Cc1ccc(S(=O)(=O)NNC(=O)C2CCCCC2)cc1	-0.8	-10.8	-3.0	2.8	-2.3	3.0	-3.2	-18.7	-0.1	7.0	-9.7
Cc1cccc(N/C=C/c2onc(C)c2[N+](=O)[O-])c1	-16.3	-48.8	-59.9	12.7	-41.2	-120.8	1.1	-113.6	1.0	-109.5	0.4
CCNC(=O)C1CCCN(C(=O)c2ccc(C)c(F)c2)CC1 (centres undefined)	3.8	17.1	-2.0	.	.	4.5	-2.9	-4.6	-5.3	-14.8	-9.1
